Bioassay records as filed in PubChem BioAssay.
GPR35 arrestin U2OS – inhibition of zaprinast-stimulated GPR35 beta-arrestin translocation – imaging, U2OS, beta-arrestin-GFP, zaprinast agonist, primary screen (AID 2058); U2OS GPR35 beta-arrestin-GFP translocation imaging, zaprinast antagonism; higher % means a stronger effect; 0.052% of 290,000 active; inhibition, % at 10 µM, or IC50 in µM where a hit was titrated;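 active = inhibition of at least 50% with at least 30 cells and total cytoplasm GFP at most 10,000,000; inconclusive = under 30 cells or total GFP of 10,000,000 plus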
NTR1 ag – agonists of NTR1, primary screen, imaging, U2OS cells, beta-arrestin-GFP, high content (AID 493036); P30989; NTR1-U2OS beta-arrestin-GFP spot imaging, agonist mode; activation, % at 20 µM; 0.17% of 330,000 active;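 active = activation at or above 40% of the spot to cytoplasm intensity ratio, with at least 20 cells analyzed; inconclusive = wells under 20 cells, flagged as cytotoxic or low count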;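 also: 0% = DMSO without peptide and 100% = 100 nM NTR1 peptide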
Target sequence (P30989 whole entry, looked up): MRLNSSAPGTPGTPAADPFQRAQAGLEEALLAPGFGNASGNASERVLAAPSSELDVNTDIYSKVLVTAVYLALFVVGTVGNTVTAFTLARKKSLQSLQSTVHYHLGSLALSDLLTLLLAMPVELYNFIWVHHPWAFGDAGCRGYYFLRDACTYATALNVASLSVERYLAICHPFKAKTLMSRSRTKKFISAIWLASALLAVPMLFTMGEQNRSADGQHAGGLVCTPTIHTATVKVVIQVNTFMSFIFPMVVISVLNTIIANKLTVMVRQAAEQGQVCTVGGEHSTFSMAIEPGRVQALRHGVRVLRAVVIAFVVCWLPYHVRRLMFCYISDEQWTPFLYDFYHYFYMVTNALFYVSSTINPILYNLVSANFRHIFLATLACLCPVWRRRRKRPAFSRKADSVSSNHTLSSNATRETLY
K1F lysis inhibition – inhibition of K1F phage lysis, E. coli UTI89, bacterial capsule biogenesis inhibitors, alamar blue (AID 488966). E. coli UTI89 K1F phage lysis, alamar blue, 2 h; higher % means a stronger effect. inhibition, % at 100 µM, or IC50 in µM where a hit was titrated. 0.02% of 340,000 active;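 active = phage lysis inhibition, versus mean bacterial control, above a set limit; inconclusive = no clear call, values can overlap the other calls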;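 also: capsule biogenesis inhibitors block K1F phage lysis so surviving cells raise fluorescence; higher fluorescence means more inhibition of phage lysis; actives were called in the ten point dose series up to 300 µM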
Autophagy HCS – alters autophagy in cells. MEF GFP-LC3 puncta imaging; test concentration mostly 10 µM. calls only at 10 µM (by protocol). 0.98% of 190,000 active. AID 463193;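 active = percentage of spot-positive cells more than 3 SD above its plate mean, without a fluorescence outlier flag or 80% toxicity; inconclusive = no clear call, values can overlap the other calls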;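 also: spot-positive cell cutoff set from DMSO-treated cells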
NS5 inhibitors – Dengue-2 NS5 methyltransferase inhibitors, primary screen, biochemical, confirmation dose response (AID 588689) | Dengue-2 NS5 methyltransferase capping enzyme assay, biochemical; higher % means a stronger effect | inhibition, % at 25 µM; hits with a dose series show IC50 in µM | 0.3% of 340,000 active; in the data active = a potency from the dose series; inconclusive = inhibition above about 29% without an active follow-up result
RSV CPE inhibition – inhibition of RSV-induced cytopathic effect – HEp-2 cells, primary 10 µM value included (AID 2391) | HEp-2 cells, RSV-induced CPE inhibition; higher % means a stronger effect | CPE inhibition, % at 10 µM; hits with a dose series show IC50 in µM | 0.13% of 310,000 active; in the data active = a potency from the dose series; inconclusive = CPE inhibition mostly from about 23% at the one dose, without a potency; inactive = the rest, 99 in 100 with CPE inhibition below about 21%; also: strong numbers were not always called active
LYP inhibition – inhibitors of LYP phosphatase, biochemical, fluorescence intensity, uHTS (AID 1779). 0.054% of 290,000 active. recombinant LYP phosphatase, fluorescence intensity; higher % means a stronger effect. one-dose inhibition, % at 11.5 µM; IC50 in µM for titrated hits; in the data active = inhibition above about 50%;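 also: plate controls were vehicle with enzyme for no effect and no enzyme for full effect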
WT yeast gro inh – growth inhibition of WT yeast, mitochondrial fusion screen; mitochondrial fusion phenotypic screen, WT strain; inhibition, % at 10 µM; 2.1% of 190,000 active; AID 1362; in the data active = inhibition above about 58%; tested in S. cerevisiae
AID2073 – inhibitors of Mint1-CaV2.2 protein interaction, biochemical, HTRF (AID 2073). 0.19% of 290,000 active. inhibition, % at 20 µM, or IC50 in µM where a hit was titrated. HTRF protein-protein interaction, Mint1-CaV2.2; higher % means a stronger effect; in the data active = inhibition mostly above about 51%, no sharp cut-off; inconclusive = no clear call, values can overlap the other calls; inactive = mostly below about 53%; also: some results filed as inactive read as strong as hits
WT yeast gro inh mutant strain – also measured in WT yeast gro inh; calls as there; inhibition, %; mitochondrial fusion phenotypic screen, mutant strain inhibition
Autophagy HCS cell loss 18 h – further read-out of Autophagy HCS, marked with its call; toxicity, %; measured here: cell loss, nuclei count;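 cell loss after 18 h compound exposure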
NTR1 ag cell count 20 µM – also measured in NTR1 ag; calls as there; cell count; measured here: cell count, cytotoxicity flag
NS5 inhibitors pilot replicate – second read-out of NS5 inhibitors, no call of its own (marks repeat the call); inhibition, %; measured here: pilot screen replicate inhibition
* marks the source's active call; other numbers are inactive results; i = inactive; ? = inconclusive; / = not tested or not shown; + = active, no number; [ ] = remark or other dose. Random draw from the library. Share with any hit: about 2.6%.

SMILES	GPR35 arrestin U2OS	NTR1 ag	NTR1 ag cell count 20 µM	K1F lysis inhibition	Autophagy HCS	Autophagy HCS cell loss 18 h	NS5 inhibitors	RSV CPE inhibition	LYP inhibition	WT yeast gro inh	WT yeast gro inh mutant strain	AID2073	others
O=C(C(c1ccccc1)c1ccccc1)N1CCN(CC(O)COc2ccccc2)CC1 (stereo not given)	10.0%	0.6	88	0.1%	i	4.0	-11.3%	0.4%	-5.3%	-5.7	-1.9	-3.9%
Cc1ccc(C2c3c(oc4ccccc4c3=O)C(=O)N2CCCN2CCOCC2)o1 (stereo not given)	-7.9%	-1.3	80	0.2%	i	-13.1	10.8%	3.0%	-6.5%	14.2	15.2	-15.7%
C/C(=N\NC(=O)c1ccn(C)n1)c1ccco1	-6.9%	1.0	49	-0.3%	/	/	-13.4%	3.0%	-6.7%	/	/	13.3%
CCOC(=O)C1(CCOc2ccccc2)CCN(Cc2cccc(F)c2)CC1	14.9%	1.3	64	0.6%	/	/	-0.4%	0.0%	-1.9%	/	/	6.9%
CCN(CC)c1ccc(/C=N/Nc2nc3ccccc3[nH]2)cc1	9.4%	/	/	0.4%	+	-5.8*	-6.2%	/	4.9%	78.5*	10.9*	-1.3%
Cc1cc2oc(=O)cc(COC(=O)Cn3cnnn3)c2cc1C(C)C	3.2%	3.9	82	-0.1%	i	-5.3	-2.5%	1.3%	-5.7%	-5.2	1.4	-1.0%
CCCCC(=O)NC(=O)NC(c1ccccc1)c1ccccc1	9.5%	2.7	59	-0.2%	/	/	5.4%	0.8%	-1.4%	/	/	3.8%
CCOC(=O)c1sc(=NC(=O)c2ccc(C)c(C)c2)n(C)c1C	-3.2%	1.2	48	0.7%	i	0.7	-1.5%	2.5%	-9.8%	7.2	-15.7	30.9%
COc1cccc(S(=O)(=O)NCc2ccc(C(=O)N3CCN(c4ccccc4)CC3)cc2)c1	-10.0%	0.9	58	0.3%[50 µM]	/	/	0.0%	2.0%	-12.4%	/	/	-3.5%
Cc1cccc(C)c1OCCn1nnc2ccccc21	-7.6%	3.1	68	0.0%	/	/	1.3%	8.2%	0.5%	/	/	5.0%	NS5 inhibitors pilot replicate=-3.0
COc1cc(NC(=O)COC(=O)/C=C/c2ccc(OC)c(OC)c2)cc(OC)c1	2.0%	-0.8	47	-0.7%	i	-11.4	-9.0%	1.8%	1.5%	3.3	0.5	2.3%
CN(CC1CCCN(CCc2ccc(F)cc2)C1)C(=O)CCC(F)(F)F (stereo not given)	-6.6%	1.7	50	0.3%	/	/	-28.7%	0.4%	-10.0%	/	/	0.8%
Nc1ccc(S(=O)(=O)N2CCOCCOCCOCCOCCOCC2)cc1	-2.3%	0.3	54	0.4%	/	/	2.7%	0.8%	-8.6%	/	/	3.5%
COc1ccccc1C(=O)NC(=O)CSc1nncn1C(C)C	/	-0.4	48	1.7%[50 µM]	/	/	-13.1%	-0.9%	/	/	/	/
CCOc1cccc2cc(C(=O)NCc3ccccc3)c(=N)oc12	-1.3%	12.4	69	0.1%	/	/	-7.2%	2.1%	-2.0%	/	/	11.0%
CN1CCN(Cc2cn(C)nc2-c2ccccc2F)CC1c1ccccc1 (stereo not given)	12.6%	0.2	70	-0.7%	i	-15.6	-1.5%	-1.6%	-5.1%	11.1	10.0	-0.7%
COc1ccc(/C=C2/SC(=S)N(Cc3ccccc3)C2=O)cc1O	-18.7%	44.4*	71*	-1.9%[50 µM]	/	/	-12.6%	4.9%	-1.7%	/	/	7.8%
CCCOc1ccc(C(O)C(CN2CCOCC2)c2ccccc2)cc1 (stereo not given)	0.3%	0.4	43	2.2%	i	-5.4	3.8%	1.0%	-7.7%	-9.8	6.8	-0.9%
CC1CCN(C(=O)COC(=O)c2ccc(F)c(S(=O)(=O)N3CCOCC3)c2)CC1	-5.2%	0.0	70	0.0%	/	/	-3.9%	0.3%	-11.4%	/	/	-4.5%
CC(=O)c1c(C)n([O-])c2cc(C)ccc2[n+]1=O	-5.5%	-0.1	50	-0.4%	i	2.1	2.7%	1.8%	-9.4%	-2.3	0.5	3.0%
COc1ccc(COC(=O)CCS(=O)(=O)c2ccc(C)cc2)cc1F	/	0.4	61	-1.6%	/	/	-3.7%	-3.0%	/	/	/	/
COCCn1c(=O)[nH]c2cc(C(=O)N3CCN(c4cc(C)ccc4C)CC3)ccc2c1=O	-9.2%	0.0	46	0.2%	/	/	-4.0%	3.2%	-8.2%	/	/	8.2%
CC(C)n1cc(CN2CCC(Oc3ccc(C(=O)N4CCCCC4)cc3)CC2)cn1	4.1%	0.5	72	0.1%	/	/	0.0%	0.6%	-3.7%	/	/	2.0%
CCn1nc(C)c(/C=N\NC(=O)c2cccc(OC)c2)c1C	-7.9%	3.0	50	0.1%	i	0.9	-3.9%	4.5%	1.5%	-7.4	-13.1	10.3%
Cc1ccc(NC(=O)Cn2cc(C=O)c3ccccc32)cc1C	-3.3%	-2.1	50	0.1%	/	/	-2.0%	15.0%	2.1%	/	/	11.4%
Cc1ccc(CN2C(=O)CSC(C)C2=O)cc1 (stereo not given)	-1.8%	3.9	99	0.2%	/	/	-0.7%	1.2%	-0.8%	/	/	9.7%
CCCn1nnnc1SCC(=O)Nc1sc(C)c(C)c1C#N	9.8%	1.2	58	-0.4%[50 µM]	/	/	/	3.2%	-2.5%	/	/	-19.6%
CN(C)CCNC(=O)C(=O)NCC1OCCN1S(=O)(=O)c1ccc2c(c1)OCCO2 (stereo not given)	9.9%	1.3	57	-0.1%	/	/	-10.8%	0.8%	-10.1%	/	/	11.8%
Cc1cc(Br)c(S(=O)(=O)n2nnc3ccccc32)cc1C	-4.5%	1.2	35	-1.7%	i	-4.6	-2.4%	-0.9%	-2.8%	-8.9	-2.2	-2.5%
Cc1ccc(N2C(=O)CC(N3CCN(c4ccccn4)CC3)C2=O)cc1 (stereo not given)	-5.2%	-2.0	81	-0.1%	i	22.6	-4.5%	1.8%	-7.3%	-1.6	4.5	?
CCOC(=O)c1ccc(S(=O)(=O)N(CCO)Cc2cc3cc(OC)c(OC)cc3[nH]c2=O)cc1	-5.8%	0.3	67	0.4%[50 µM]	/	/	4.6%	2.1%	2.1%	/	/	17.6%
CC(C)N(C(=O)Cn1c(-c2ccccc2Cl)nc2ccccc21)c1ccccc1	-4.1%	0.6	37	1.3%[50 µM]	i	-38.1	-8.9%	1.2%	-5.1%	1.7	-0.2	15.6%
O=C(Nc1ncc(Cc2ccccc2)s1)c1cccs1	5.2%	4.6	50	0.5%	i	-3.9	0.7%	15.1%	-0.8%	48.7	42.0	2.8%
COc1ccc(OC)c(NC(=O)c2cc(-c3cc(C)ccc3O)n[nH]2)c1	12.2%	26.2	77	2.2%[50 µM]	/	/	-1.3%	0.7%	-6.0%	/	/	45.7%
Cc1cc(C)n(-c2ccc(NC(=O)C3CCN(Cc4ccc(C)o4)CC3)cc2)n1	-23.1%	0.7	53	0.1%	/	/	-11.0%	-0.2%	-10.7%	/	/	-4.7%
COc1cccc(C(=O)c2c[nH]c(C(=O)NCc3ccco3)c2)c1	13.7%	-0.1	62	0.0%	i	-17.8	-0.7%	5.4%	-0.7%	16.8	16.3	6.2%
CCCN(CCC)c1ncnc2nc[nH]c12	11.4%	0.5	88	9.6%	i	5.1	2.8%	1.3%	-1.4%	9.1	15.2	0.4%
O=C(Oc1cccnc1)c1ccc(Cl)c(Cl)c1	15.1%	4.0	80	0.3%	i	-4.4	-2.2%	1.5%	-3.0%	96.1*	-11.7*	-0.9%
CC(C)(C)N1CC(C(=O)O)CC1=O (stereo not given)	4.4%	1.7	53	0.2%	i	11.4	/	0.4%	-9.6%	-11.8	-6.2	0.8%
Cc1c(N)cccc1N	/	-0.1	60	-0.3%	/	/	16.8%	0.9%	/	/	/	/
CC1=CC(=NOC(=O)/C=C/c2ccccc2)C=C(C)C1=O	8.4%	-1.3	39	0.1%	i	3.9	-12.3%	5.5%	-2.7%	-18.6	-18.2	9.4%

Filtered by structure, the entries above with a halogen (8)
SMILES	GPR35 arrestin U2OS	NTR1 ag	NTR1 ag cell count 20 µM	K1F lysis inhibition	Autophagy HCS	Autophagy HCS cell loss 18 h	NS5 inhibitors	RSV CPE inhibition	LYP inhibition	WT yeast gro inh	WT yeast gro inh mutant strain	AID2073	others
CCOC(=O)C1(CCOc2ccccc2)CCN(Cc2cccc(F)c2)CC1	14.9%	1.3	64	0.6%	/	/	-0.4%	0.0%	-1.9%	/	/	6.9%
CN(CC1CCCN(CCc2ccc(F)cc2)C1)C(=O)CCC(F)(F)F (stereo not given)	-6.6%	1.7	50	0.3%	/	/	-28.7%	0.4%	-10.0%	/	/	0.8%
CN1CCN(Cc2cn(C)nc2-c2ccccc2F)CC1c1ccccc1 (stereo not given)	12.6%	0.2	70	-0.7%	i	-15.6	-1.5%	-1.6%	-5.1%	11.1	10.0	-0.7%
CC1CCN(C(=O)COC(=O)c2ccc(F)c(S(=O)(=O)N3CCOCC3)c2)CC1	-5.2%	0.0	70	0.0%	/	/	-3.9%	0.3%	-11.4%	/	/	-4.5%
COc1ccc(COC(=O)CCS(=O)(=O)c2ccc(C)cc2)cc1F	/	0.4	61	-1.6%	/	/	-3.7%	-3.0%	/	/	/	/
Cc1cc(Br)c(S(=O)(=O)n2nnc3ccccc32)cc1C	-4.5%	1.2	35	-1.7%	i	-4.6	-2.4%	-0.9%	-2.8%	-8.9	-2.2	-2.5%
CC(C)N(C(=O)Cn1c(-c2ccccc2Cl)nc2ccccc21)c1ccccc1	-4.1%	0.6	37	1.3%[50 µM]	i	-38.1	-8.9%	1.2%	-5.1%	1.7	-0.2	15.6%
O=C(Oc1cccnc1)c1ccc(Cl)c(Cl)c1	15.1%	4.0	80	0.3%	i	-4.4	-2.2%	1.5%	-3.0%	96.1*	-11.7*	-0.9%
